Screens: PubChem, National Center for Advancing Translational Sciences (NCATS)
TrxR1 substrate – substrates of rat thioredoxin reductase 1 | Potency, µM (highest dose often 114 µM), without a hit: top-dose activity change, negative = substrate turnover | 390,000 tested, 0.01% active | purified TrxR1 substrate turnover, NADPH consumption readout | AID 588456; further: potency means the concentration at half of the fitted maximal effect; on the % scale 0 is the no-effect control and ±100 the full control effect; nearly all actives have a fitted effect of over 50% in size
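Rat TrxR1, dispensed at 90 nM, was prereduced with 400 uM NADPH (final) for 5 min at ~22 deg C, then incubated with compound 15 min before 400 uM selenite. A first-read NADPH fluorescence drop versus no-compound background flagged substrates.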
rTrxR1 inhibitor – inhibitors of rat thioredoxin reductase 1; recombinant rTrxR1, NADPH fluorescence consumption, selenite substrate; Potency, µM (highest dose often 114 µM), for the others: at the highest dose activity change, negative = inhibition, actives largely listed as inhibitors; O89049; 390,000 tested, 1% active; further: potency means the concentration at half of the fitted maximal effect; on the % scale 0 is the no-effect control and ±100 the full control effect; nearly all actives have a fitted effect of over 65% in size
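Rat TrxR1 (90 nM in the dispensed reagent) was pre-reduced with 400 uM NADPH for 5 min at room temperature, then incubated with compound for 15 min. After 400 uM selenite was added, NADPH fluorescence (Ex 340/Em 450 nm) was followed for 8 min.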
GLS inh – inhibitors of human glutaminase (GLS); GLS enzymatic activity, qHTS titration; O94925; AID 624170; Potency, µM (top dose mostly 45.5 µM), for inactives: at the highest dose activity change, negative = inhibition, actives largely listed as inhibitors; 410,000 tested, 0.21% active; further: potency means the concentration at half of the fitted maximal effect; on the % scale 0 is the no-effect control and ±100 the full control effect
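Enzyme dispensed in phosphate buffer (45 mM, pH 8.2, 0.02% Tween-20), compounds pinned in, then 1 mM L-glutamine solution and the glutamate oxidase–HRP–Amplex Red mix added; fluorescence read immediately and again after 30 min at room temperature.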
HP1b chromo inh – HP1-beta chromodomain-methylated histone interaction inhibition. Potency, µM (top dose mostly 114 µM), inactives show top-dose activity change, negative = inhibition, usual class: inhibitors. AlphaScreen HP1-beta / biotin-H3K9me3 peptide binding. 390,000 tested, 0.56% active; further: potency means the concentration at half of the fitted maximal effect; nearly all actives have a fitted effect of over 70% in size; inactives centre near 23
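HP1-beta protein (50 nM final) preincubated 30 min at room temperature with biotinylated H3(1-18)K9me3 peptide (50 nM) in PBS pH 7.4, 0.01% Tween-20, then compound added for 30 min. AlphaScreen streptavidin donor/nickel chelate acceptor beads (10 ug/mL final), 30 min dark, luminescence read.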
Pin1 inhibitor – human Pin1 inhibition | Pin1 FP peptide displacement, HiFluor488, 10 min | Potency, µM (highest dose often 115 µM), for the others: top-dose activity, negative = inhibition, actives largely listed as inhibitors | 390,000 tested, 0.009% active | AID 504891; active means well fitted inhibition curve with a large enough effect in the polarisation, with a control signal flat, not every such curve was filed as active; inconclusive means small, poorly fitted or top-dose-only effect, or effect the other way, or a change in a side signal; inactive means no such curve, though single readings can be large or run the other way; the % refers to the polarisation; further: potency means the concentration at half of the fitted maximal effect; on the % scale 0 is the no-effect control and ±100 the full control effect
Target sequence (Q13526 whole entry, looked up): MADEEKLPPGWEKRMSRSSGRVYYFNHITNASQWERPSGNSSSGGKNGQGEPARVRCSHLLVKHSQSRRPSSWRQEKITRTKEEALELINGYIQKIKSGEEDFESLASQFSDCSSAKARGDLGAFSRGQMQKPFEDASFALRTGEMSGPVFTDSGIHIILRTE
USP1 inh – blocks the human USP1/UAF1 deubiquitinase complex; O94782; recombinant USP1/UAF1, Ub-Rhodamine cleavage fluorescence; Potency, µM (highest dose often 57.1 µM), without a hit: top-dose activity change, negative = inhibition, actives largely listed as inhibitors; 390,000 tested, 0.23% active; AID 743255; further: potency means the concentration at half of the fitted maximal effect; on the % scale 0 is the no-effect control and ±100 the full control effect; nearly all actives have a fitted effect of over 60% in size; inactives centre near -12
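Step one: compound is pinned into 1nM USP1/UAF1 in HEPES pH 7.8 buffer with TCEP. Step two: 15 min room-temperature incubation. Step three: Ub-Rho (150nM final) starts cleavage, tracked by fluorescence over six one-minute reads.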
mIDH1 inhibitor – human IDH1 R132H inhibition; O75874; Potency, µM (top dose mostly 76.6 µM), inactives show at the top dose activity change, negative = inhibition, most hits filed as inhibitors; IDH1-R132H enzyme, NADPH consumption, diaphorase/resazurin fluorescence; AID 602179; 390,000 tested, 0.093% active; further: potency means the concentration at half of the fitted maximal effect; on the % scale 0 is the no-effect control and ±100 the full control effect; nearly all actives have a fitted effect of over 65% in size
Target sequence (O75874 whole entry R132H, stated change not applied): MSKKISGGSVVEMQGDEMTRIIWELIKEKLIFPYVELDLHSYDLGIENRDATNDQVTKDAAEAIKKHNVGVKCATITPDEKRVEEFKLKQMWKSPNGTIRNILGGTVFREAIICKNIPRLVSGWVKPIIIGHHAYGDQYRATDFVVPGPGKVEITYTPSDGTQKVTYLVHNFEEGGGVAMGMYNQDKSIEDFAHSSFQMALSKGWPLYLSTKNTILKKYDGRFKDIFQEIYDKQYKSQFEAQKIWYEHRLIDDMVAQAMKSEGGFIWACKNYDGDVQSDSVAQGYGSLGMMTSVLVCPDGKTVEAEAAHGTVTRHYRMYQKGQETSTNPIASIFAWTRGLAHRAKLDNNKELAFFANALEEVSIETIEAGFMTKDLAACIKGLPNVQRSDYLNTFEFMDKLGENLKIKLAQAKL
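IDH1-R132H (0.5 ug/mL) preincubated 30 min with compound, then NADPH (0.016 mM) and alpha-KG (2 mM) added; 80 min at RT, pH 7.5. Remaining NADPH coupled via diaphorase/resazurin to fluorescence (540/590 nm); concentration-response curves normalized to no-enzyme control.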
PGK inhibitor – T. brucei PGK inhibition; Potency, µM (series often up to 57.5 µM), for the others: at the highest dose activity change, negative = inhibition, most hits filed as inhibitors; AID 602233; PGK/GAPDH coupled, Kinase-Glo luminescence, 60 min; 380,000 tested, 0.043% active; P07378; further: potency means the concentration at half of the fitted maximal effect; on the % scale 0 is the no-effect control and ±100 the full control effect; nearly all actives have a fitted effect of over 60% in size
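Recombinant glycosomal PGK reaction used 1,3-bisphosphoglycerate generated in-well by GAPDH (100nM final) in 100mM TEA pH 7.6, 5mM MgCl2, 0.01% Tween-20. After 60 minutes at room temperature, ATP was read by Kinase-Glo Plus luminescence end-point.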
PI4K2A block – PI4K2A (human) kinase inhibition. Q9BTU6. purified PI4K2A, ADP-Glo luminescence, 1 h; active compounds read low. activity change, negative = inhibition, % at 76.9 µM. 420,000 tested, 0.13% active. AID 1346378; in the data active means activity change below about -50%; inconclusive means mostly about -30% to -49%;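 further: -100% = wells without enzyme as full effect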
Target sequence (Q9BTU6 whole entry, looked up): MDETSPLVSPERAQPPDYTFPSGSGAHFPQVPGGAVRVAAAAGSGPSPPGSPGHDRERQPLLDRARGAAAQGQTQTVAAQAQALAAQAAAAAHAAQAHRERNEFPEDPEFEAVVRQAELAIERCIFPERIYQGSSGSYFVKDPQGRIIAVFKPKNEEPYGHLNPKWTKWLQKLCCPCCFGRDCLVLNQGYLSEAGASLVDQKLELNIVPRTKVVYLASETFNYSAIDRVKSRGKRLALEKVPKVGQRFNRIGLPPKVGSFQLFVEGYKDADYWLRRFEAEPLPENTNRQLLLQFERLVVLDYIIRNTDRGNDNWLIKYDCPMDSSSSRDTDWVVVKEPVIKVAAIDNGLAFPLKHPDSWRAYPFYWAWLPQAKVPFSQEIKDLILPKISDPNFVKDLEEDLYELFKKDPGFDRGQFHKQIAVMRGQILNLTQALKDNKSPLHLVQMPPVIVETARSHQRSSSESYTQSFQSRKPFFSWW
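PI4K2A activity was measured by ADP-Glo luminescence: enzyme (4 ug/mL stock) and phosphatidylinositol (1.2 mM stock) in Tris pH 7.5/MgCl2/EGTA/Triton X-100 buffer were reacted with ATP (300 microM stock) for one hour at ambient temperature.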
An asterisk follows results filed as active; i = inactive; ? = inconclusive; nt = no result given; [ ] = remark or other dose. Unless noted, the call rests on the fitted dose curve; in most records, active means well fitted curve in the direction sought with a large enough effect; inconclusive means small, poorly fitted or top-dose-only effect, or another doubt; inactive means no such curve, though single readings can be large; an effect the other way counts as inactive or inconclusive. An excerpt. The share of hits here may be higher or lower than overall.

SMILES	TrxR1 substrate	rTrxR1 inhibitor	GLS inh	HP1b chromo inh	Pin1 inhibitor	USP1 inh	mIDH1 inhibitor	PGK inhibitor	PI4K2A block
COc1ccc(C(=O)NCc2cccc(Cl)c2)cc1S(=O)(=O)N1CCOCC1	6%	27%	7%	25%	2%	-16%	-6%	0%	2
CS(=O)(=O)N(Cc1ccccc1F)c1ccccc1	-1%	1%	12%	29%	7%	-4%	2%	7%	-1
O=C(O)c1cc([N+](=O)[O-])cc2ccccc12	3%[2.29 µM]	8%[2.29 µM]	-3%	1%[57 µM]	-2%	-11%	6%	-7%	5
NS(=O)(=O)c1ccc(CNC(=O)C23CC4CC(CC(C4)C2)C3)cc1	-3%	-4%	0%	8%	-2%	7%	0%	-5%	4
C[C@H](NC(=O)[C@@H]1CSC2c3ccccc3C(=O)N21)C(=O)NCCc1ccc(F)cc1 (stereo partly specified)	-8%	7%	6%	29%	0%	-2%	1%	1%	5
CC(C)(C)[C@H]1C=C(C(=O)N2CCN(Cc3ccccc3)CC2)O[C@@H](OCc2ccc(CO)cc2)C1	8%[57.1 µM]	12%[57.1 µM]	0%	7%	?	-11%	8%	3%	-2
OC(CNCc1cccnc1)COc1ccc2ccccc2c1 (stereo unspecified)	9%	19%	2%	32%	-4%	-26%	0%	i	2
CC1CCc2c(sc(NC(=O)C3=COCCO3)c2C(N)=O)C1 (stereo unspecified)	2%	11%	9%	17%	13%	-9%	-8%	1%	-1
Cc1cccc(C)c1NC(=O)C1CCCN1S(=O)(=O)c1ccc2c(c1)n(C)c(=O)c(=O)n2C (stereo unspecified)	13%[57.1 µM]	14%[57.1 µM]	3%	43%[activator]	-5%	-19%	19%	-8%	-8
COc1ccc(CCNC(=O)Cc2cc(OC)c(OC)cc2[N+](=O)[O-])cc1OC	-4%[57.1 µM]	7%[57.1 µM]	-9%	30%	2%	-16%	-4%	-6%	-11
Cc1ccc(C)c(NC(=S)N(Cc2ccco2)C(C)c2cccs2)c1 (stereo unspecified)	9%	17%	3%	34%	-6%	-28%	2%	-10%	0
Cc1ccc(NC2CCCN(C(=O)CN3C(=O)c4ccccc4C3=O)C2)cc1C (stereo unspecified)	-3%	-10%	-2%	22%	-2%	-1%	-9%	-4%	1
Cc1c(CC(=O)NCC(C)C)c(=O)oc2cc3c(cc12)CCC(C)(C)O3	178%[activator]	?	-4%	30%	-5%	-15%	1%	2%	4
CCCc1nc2ccc([N+](=O)[O-])cc2[nH]1	-3%[57.1 µM]	-3%[57.1 µM]	-2%	9%	0%	-13%	-2%	-6%	1
O=C(CN1C(=O)C2C3CCC(C3)C2C1=O)N1CCN(Cc2ccccc2)CC1 (stereo unspecified)	2%	-1%	0%	24%	1%	-6%	3%	8%	1
CCCCN(CC)CCCNC(=O)C1CCN(c2nc3ccc(CC)cc3s2)CC1	-3%	7%	-9%	14%	-18%	-21%	nt	nt	4
COc1ccc(CCC(C)NCc2ccc(C(F)(F)F)cc2)cc1 (stereo unspecified)	-2%	13%	-2%	21%	5%	-20%	-6%	-12%	-5
Cc1cc(NC(=O)C2CC(=O)N(c3cccc(C)c3C)C2)no1 (stereo unspecified)	-2%	0%	-4%	17%	-11%	-23%	-3%	-12%	-3
CCOc1ccc(-c2n[nH]c3c2C(c2ccccc2OC)N(c2ccc(Br)cc2)C3=O)cc1 (stereo unspecified)	-8%	12%	8%	17%	-7%	-19%	-10%	-2%	2
c1ccc(-c2cn(-c3ccccc3)c3ncnc(N4CCCCC4)c23)cc1	18%	23%[57.1 µM]	12%	16%	8%	-29%	-1%	-2%	-2
C/C(=N\Nc1ccc([N+](=O)[O-])cc1)c1cc2ccccc2o1	6%[57.1 µM]	24%[57.1 µM]	-14%	-36%	?	?	10%	0%	1
CCNC(=O)c1ccccc1CCc1ccccc1	9%	28%	-7%	47%[activator]	-13%	-19%	9%	i	0
Cc1ccc(S(=O)(=O)N2CCC3(CC2)CC(=O)c2ccccc2O3)cc1	4%	11%	7%	19%	3%	-8%	-8%	-10%	-8
O=C(COC(=O)/C=C/c1cccc(Cl)c1)Nc1ccc(N2CCOCC2)cc1	-9%	-6%	5%	22%	0%	-13%	0%	-4%	-3
COc1ccc(/C=C(/C#N)C(=O)Nc2cccc(C)c2C)cc1C(=O)O	-23%	-25%	8%	10%	0%	-2%	14%	-1%	-6
COc1ccc(C(=O)O)cc1F	2%	-1%	-15%	46%	0%	-13%	-6%	-9%	1
COc1cccc(NC(=O)c2cc(-c3ccncc3)nc3c(C)cc(C)cc23)c1	-2%	16%[57.1 µM]	1%	20%	8%	-12%	4%	i	3
COc1ccccc1-c1nnc(SCC(=O)c2ccc(F)cc2)n1-c1ccccc1	2%	5%	-1%	3%	13%	-12%	-16%	-2%	7
CCOc1ccccc1Nc1nnc(SCC(=O)NC(=O)c2cccn2C)s1	1%	19%	-8%	31%	8%	-20%	8%	i	0
O=C(CCSCCC(=O)Nc1ccccc1F)Nc1ccccc1F	-5%	8%	0%	16%	1%	-10%	1%	-5%	-4

Reprinted from the entries so far (3 entries):
SMILES	TrxR1 substrate	rTrxR1 inhibitor	GLS inh	HP1b chromo inh	Pin1 inhibitor	USP1 inh	mIDH1 inhibitor	PGK inhibitor	PI4K2A block
COc1ccc(C(=O)NCc2cccc(Cl)c2)cc1S(=O)(=O)N1CCOCC1	6%	27%	7%	25%	2%	-16%	-6%	0%	2
CS(=O)(=O)N(Cc1ccccc1F)c1ccccc1	-1%	1%	12%	29%	7%	-4%	2%	7%	-1
O=C(O)c1cc([N+](=O)[O-])cc2ccccc12	3%[2.29 µM]	8%[2.29 µM]	-3%	1%[57 µM]	-2%	-11%	6%	-7%	5

(next part)
SMILES	TrxR1 substrate	rTrxR1 inhibitor	GLS inh	HP1b chromo inh	Pin1 inhibitor	USP1 inh	mIDH1 inhibitor	PGK inhibitor	PI4K2A block
On1nnc2cc(C(F)(F)F)ccc21	9%[57.1 µM]	17%[57.1 µM]	7%	33%	-7%	3%	5%	-3%	0
Cc1cc(C)c(C)c(S(=O)(=O)N2CCN(CC(=O)Nc3ccc([N+](=O)[O-])cc3)CC2)c1C	3%	11%	-4%	58%[activator]	1%	-14%	3%	i	-3
CCOc1ccc(NC(=O)c2oc3ccccc3c2NC(=O)Cc2cccc(C)c2)cc1	49%[activator]	-2%	3%	34%	-2%	-26%	0%	-6%	16
CCOc1cc(NC(=S)NCC2CCCO2)c(OCC)cc1NC(=O)c1ccc(C)cc1 (stereo unspecified)	-3%[11.4 µM]	4%	-10%	29%	-2%	-16%	-1%	-6%	4
CCOC(=O)CCP(=O)(O)C(O)c1ccccc1 (stereo unspecified)	7%	-5%[57.1 µM]	-10%	8%	2%	-5%	12%	1%	5
CCOC(=O)N1CCN(C(=O)C(=O)NNC(=O)COc2ccc(Cl)cc2)CC1	-1%[57.1 µM]	14%[57.1 µM]	-6%	38%[activator]	-3%	-8%	4%	-10%	-1
COc1ccc(-c2nc(CN3CCN(c4ncccn4)CC3)c(C)o2)cc1C	3%[57.1 µM]	25%[57.1 µM]	1%	-8%	8%	-12%	2%	-1%	-2
COc1cccc(OCC(=O)Nc2ccncc2)c1	2%	19%	-1%	16%	-4%	-20%	-1%	i	1
CC1=CCC2C(=O)N(c3ccc(S(N)(=O)=O)cc3)C(=O)C2C1 (stereo unspecified)	-2%	7%	-1%	0%	3%	-5%	-4%	-3%	3
COCCNc1nc2nonc2nc1N(C)Cc1cccc2cnccc12	-4%[57.1 µM]	-4%[57.1 µM]	1%	-8%	-8%	-4%	9%	i	-2
O=C(CNC(=O)Cc1ccccc1)NCC(=O)N1CCCCC1	-11%	-11%	-6%	17%	0%	-17%	-6%	-4%	3
Cc1ccc2c(c1)/C(=C/c1ccc(F)cc1)C(=O)N2	-8%	9%	-4%	-6%	0%	-14%	11%	nt	1
COc1ccc(OCC(=O)NNc2nc3ccccc3s2)cc1	7%[11.4 µM]	12%[11.4 µM]	0%	20%	1%	4%	-2%	5%	5
COc1ccc(-c2nc3ccccc3c(=O)n2-c2c(C)n(C)n(-c3ccccc3)c2=O)cc1	11%[57.1 µM]	25%[57.1 µM]	-1%	3%	-9%	?	19%	-10%	-2
CC(C)C(NC(=O)c1ccc(F)cc1)C(=O)N1CCOCC1 (stereo unspecified)	0%	2%	5%	18%	-3%	-2%	-2%	0%	-1
COc1ccc(CCNC(=O)CCN2N=C(c3ccccc3)CCC2=O)cc1OC	-23%[57.1 µM]	-26%[57.1 µM]	2%	15%	-8%	-26%	0%	7%	3
Cc1ccc(CCNC(=O)C2CCN(S(=O)(=O)c3ccc4c(c3)NC(=O)CO4)CC2)cc1	-5%	8%	-8%	27%	0%	-9%	0%	i	-2
CN(C)c1ccc(C(=O)N2CCNC(=O)C2CC(=O)Nc2ccc(F)cc2)cc1 (stereo unspecified)	13%	37%[activator]	0%	51%[activator]	-5%	-13%	0%	-4%	-12
O=C(COC(=O)Cc1ccc(Br)cc1)NC1CCCCCC1	-8%	9%[57.1 µM]	3%	53%[activator]	-8%	-6%	1%	-10%	3
